From PubChem BioAssay
FLuc modulator = inhibits or activates purified firefly luciferase, miR-21 counter-screen; purified FLuc, Km substrates, luminescence inhibition; Potency, µM (titrated, usually from 57.5 µM), inactives show at the top dose activity change, negative = inhibition, hits mostly inhibitors; AID 588342; P08659; 360,000 compounds, 6.9% hits; active = well fitted inhibition curve with a large enough effect; inconclusive = small, poorly fitted or top-dose-only effect;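 also: plate controls were vehicle for no effect and reference inhibitor for full effect; nearly all actives have a fitted effect of over 55% in size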
Target sequence (P08659 whole entry, looked up): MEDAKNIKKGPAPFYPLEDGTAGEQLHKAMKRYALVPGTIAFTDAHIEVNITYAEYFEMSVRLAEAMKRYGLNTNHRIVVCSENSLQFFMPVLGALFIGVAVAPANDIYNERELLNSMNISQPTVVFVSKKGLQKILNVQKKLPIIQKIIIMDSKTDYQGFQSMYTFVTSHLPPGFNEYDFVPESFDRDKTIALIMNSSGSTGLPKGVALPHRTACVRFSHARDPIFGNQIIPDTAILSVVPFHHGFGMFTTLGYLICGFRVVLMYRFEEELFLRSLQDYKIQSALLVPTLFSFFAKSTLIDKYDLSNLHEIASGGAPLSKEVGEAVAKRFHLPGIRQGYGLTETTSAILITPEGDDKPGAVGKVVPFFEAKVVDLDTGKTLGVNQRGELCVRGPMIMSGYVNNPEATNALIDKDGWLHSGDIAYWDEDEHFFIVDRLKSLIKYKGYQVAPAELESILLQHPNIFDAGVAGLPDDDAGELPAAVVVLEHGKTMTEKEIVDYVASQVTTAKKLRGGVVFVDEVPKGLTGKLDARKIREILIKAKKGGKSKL
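Purified P. pyralis luciferase, 10 nM final, with Km-level 10 uM D-luciferin and 10 uM ATP in 50 mM Tris acetate pH 7.5, 10 mM Mg acetate, 0.01% Tween-20, 0.05% BSA; 6-point qHTS titration about 60 µM downward; luminescence read.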
Active calls of the source: *; ? = inconclusive. Potency is read from the fitted curve at half-maximal effect. Only part of the results is shown, so the mix of outcomes need not match the whole.

SMILES	FLuc modulator
Cc1cccc(Cc2cnc(NC(=O)C3Cc4ccc(C)cc4C(=O)O3)s2)c1 (configuration not stated)	1%
COc1cc2ccccc2cc1C(=O)Nc1cc(-c2nc3ccccc3o2)ccc1C	-20%
CCOC(=O)c1ccccc1NC(=O)CN1CCCN(Cc2cc(C)ccc2C)S1(=O)=O	0%
COc1cccc(CNC(=O)C2CCCN(c3nnc(-n4c(C)ccc4C)s3)C2)c1 (configuration not stated)	-5%
COc1ccccc1NC(=O)c1c(NC(=O)COc2ccccc2)sc2c1CCCCC2	-2%
Cc1nn(-c2ccc(N3CCCC3)nn2)c(C)c1CCC(=O)N1CCN(c2ccccc2)CC1	-10%
CCn1c(=O)c2sccc2n2c(CCC(=O)Nc3ccc(F)cc3)nnc12	-2%
O=S(=O)(c1cccc(Cl)c1)c1nnn2c1nc(NCc1ccc3c(c1)OCO3)c1sccc12	-8%
Cc1ccccc1C(=O)Nc1cccc(OCc2cc(=O)n3c4c(sc3n2)CCCC4)c1	?
COc1ccc(CCNC(=O)C2(c3cccs3)CCOCC2)cc1OC	-1%
O=C(Nc1cccc(C(F)(F)F)c1)N1CC2CCCN2c2ccccc21 (configuration not stated)	-7%
Cc1ccc(-c2noc(-c3nnn(CC(=O)Nc4ccc(C)c(Cl)c4)c3N)n2)cc1	-11%
COc1ccc2oc(=O)c(C(=O)N3CCN(c4ccc(C)cc4)CC3)cc2c1	-1%
COc1ccc(CCNC(=O)Cn2cc(S(=O)(=O)Cc3ccc(F)cc3)c3ccccc32)cc1OC	4%
CC1=C(C(=O)Nc2ccc(C)cc2C)C(c2sccc2C)n2ncnc2N1 (configuration not stated)	-4%
CCOCCc1nnc(NC(=O)C(=O)c2cc(C)n(-c3cccc(C)c3)c2C)s1	-3%
CCOC(=O)c1ccc(N2C(=O)c3[nH]nc(-c4ccc(OC)cc4)c3C2c2ccccc2Cl)cc1 (configuration not stated)	0%
CCOC(=O)c1c(NC(=O)C(C)Sc2cn(CCNC(=O)c3ccc(OC)cc3)c3ccccc23)sc2c1CCC2 (configuration not stated)	0%
Cc1cccc(OCCSc2nc3ccccc3n2CC(=O)N2CCOCC2)c1C	-10%
Clc1cccc(CSc2nc(NCCc3ccccc3)c3ccccc3n2)c1	2%
CC1CCN(C(=O)c2cc(-c3ccc(Cl)cc3)on2)CC1	6µM*
COCCNC(=O)C1CCN(c2nc3ccccc3nc2C(F)(F)F)CC1	4%
COc1cccc(NC(=O)Cn2c(=O)n(-c3ccc(CC(=O)NCC4CCCO4)cc3)c(=O)c3ccccc32)c1 (configuration not stated)	3%
CCOC(=O)/C(C#N)=C/c1ccc(-c2ccc(Br)cc2)o1	6.7µM*
COc1cccc(C(=O)NCCc2sc(-c3cccc(C)c3)nc2C)c1	?
Cc1ccccc1N1CCN(S(=O)(=O)c2nnc(NC(=O)c3ccc(C(C)C)cc3)s2)CC1	24µM*
CCS(=O)(=O)c1c(Nc2cc(C)ccc2C)sc(C(=O)c2ccccc2)c1N	-4%
Cc1cc(C)cc(NS(=O)(=O)c2ccc3[nH]cc(C(=O)N4CCCC4)c(=O)c3c2)c1	?
O=C(NCC(c1cccnc1)N1CCc2ccccc2C1)C(=O)Nc1cccc(Cl)c1 (configuration not stated)	0%
CCSc1nc(-c2ccc(OC)cc2)nc2c1Cc1c(CO)cnc(C)c1O2	-1%
COc1cn(CC(=O)Nc2ccc(C)cc2C)c(CN2CCCCC2)cc1=O	-4%
CCOC(=O)c1cnc2ccc(C(=O)OC)cc2c1Nc1ccccc1CC	-11%
O=C(CCCc1nc(-c2ccccc2)no1)Nc1cc(C(F)(F)F)cc(C(F)(F)F)c1	-13%
CCCCCCNC(=O)CCc1c(C)nc2nc(-c3cc(OC)cc(OC)c3)nn2c1C	2%
COc1cc(NC(=O)CC(c2ccc(C)cc2)N2Cc3ccccc3C2=O)cc(OC)c1 (configuration not stated)	4%
Cc1nn(C(=O)COc2ccccc2)c(C)c1Sc1ccccc1	-15%
Cc1cccc(C(=O)Nc2ccccc2-c2nc(-c3ccccc3)no2)c1	-5%
COc1ccc(Cn2c(=O)c3oc4ccccc4c3n(Cc3cccc(C(F)(F)F)c3)c2=O)cc1	0%
Cc1ccc(C(c2sc3nc(-c4ccco4)nn3c2O)N2CCCCC2)cc1 (configuration not stated)	?
CCOc1ccc(S(=O)(=O)Nc2cccc(-c3ccc(OCC)nn3)c2)cc1	?

Copied from the list.
Entry for `CCOCCc1nnc(NC(=O)C(=O)c2cc(C)n(-c3cccc(C)c3)c2C)s1` under FLuc modulator: -3%
Entry for `Cc1cccc(C(=O)Nc2ccccc2-c2nc(-c3ccccc3)no2)c1` under FLuc modulator: -5%
Entry for `CCCCCCNC(=O)CCc1c(C)nc2nc(-c3cc(OC)cc(OC)c3)nn2c1C` under FLuc modulator: 2%
Entry for `O=C(Nc1cccc(C(F)(F)F)c1)N1CC2CCCN2c2ccccc21` (configuration not stated) under FLuc modulator: -7%
Entry for `COc1ccc(CCNC(=O)Cn2cc(S(=O)(=O)Cc3ccc(F)cc3)c3ccccc32)cc1OC` under FLuc modulator: 4%

Further results follow.
SMILES	FLuc modulator
CCOc1ccccc1NC(=O)c1ccc(F)c(S(=O)(=O)NCc2ccc3c(c2)OCO3)c1	5%
CCc1ccc(NC(=O)CSc2nc(-c3ccccc3Cl)nc3c2Cc2c(CO)cnc(C)c2O3)cc1	-1%
Cc1cccc(N(CC(O)Cn2c3ccccc3c3ccccc32)S(=O)(=O)c2ccc(F)cc2)c1 (configuration not stated)	-2%
Cc1ccc2nc(N3CCN(C(=O)C4CC4)CC3)sc2c1	?
O=C(CCc1nc(-c2cccs2)no1)Nc1cccc([N+](=O)[O-])c1	-17%
Cc1nc2nc(SCc3c(F)cccc3Cl)nn2c(C)c1Cc1ccccc1	5.4µM*
COc1cc(CN(C(=O)c2ccccc2[N+](=O)[O-])c2ccccn2)cc(OC)c1OC	-2%
CCCn1cc(S(=O)(=O)c2cc(C)ccc2C)c(=O)c2cc(F)c(N3CCOCC3)cc21	-5%
COc1cccc(C2C(C(=O)Nc3ccccc3)=C(C)Nc3nc(-c4ccccc4)nn32)c1OC (configuration not stated)	-12%
O=C(NCC(c1ccc2c(c1)OCO2)N1CCN(c2ccccc2)CC1)C(=O)Nc1ccccc1 (configuration not stated)	3%

The last 3 records of the part before come first, to join the parts:
SMILES	FLuc modulator
CCCn1cc(S(=O)(=O)c2cc(C)ccc2C)c(=O)c2cc(F)c(N3CCOCC3)cc21	-5%
COc1cccc(C2C(C(=O)Nc3ccccc3)=C(C)Nc3nc(-c4ccccc4)nn32)c1OC (configuration not stated)	-12%
O=C(NCC(c1ccc2c(c1)OCO2)N1CCN(c2ccccc2)CC1)C(=O)Nc1ccccc1 (configuration not stated)	3%
Cc1c(C(=O)Nc2cccc(-c3nc4ccccc4s3)c2)oc2ccc(F)cc12	?
CCOc1ccc(CCNC(=O)c2cccc(-n3c(C)nc4cccnc43)c2C)cc1	-1%
Cc1cc(C)n(-c2nc3cc(Cl)ccc3nc2Nc2ccc(C)c(F)c2)n1	-4%
Cc1nc2c(c(SCC(=O)Nc3ccccc3C(F)(F)F)n1)CCC2	-2%
CC1=C(C(=O)OC2CCCCCC2)C(c2ccccc2Cl)CC(=O)N1 (configuration not stated)	-9%
O=C(c1ccc2c(c1)OCCO2)N(Cc1cccnc1)c1nc2c(F)cccc2s1	17µM*
Cc1ccc(NC(=O)Cn2c(SCc3ccc(F)cc3)nc3cccnc32)cc1F	-18%
COC(=O)c1ccccc1NC(=O)CSc1cc(-c2ccccc2)nc(C)n1	3%
CC1CCN(S(=O)(=O)c2cc(C(=O)N3CCN(c4ccccc4F)CC3)n(C)c2)CC1	-1%
COC(=O)c1ccc(NC(=O)CCCC(=O)OCC(=O)c2ccc(Cl)cc2)cc1	-3%
Cc1nn(C)c2c1c(C(F)(F)F)cc(=O)n2Cc1ccc(Br)cc1F	1%
CCc1ccc(CNC(=O)COc2cc(=O)n(CC)c3ccccc23)cc1	-8%
Cc1ccc(N2CCN(S(=O)(=O)c3nnc(NC(=O)c4ccc(C(C)C)cc4)s3)CC2)cc1	5%
CCc1ccc(NC(=O)Cn2c(C(=O)OC)cc3oc(C)cc32)cc1	0%
COc1ccc(N2CCN(Cc3nc4c(c(=O)[nH]c(=O)n4C)n3Cc3ccc(C)cc3)CC2)cc1	0%
CCOC(=O)c1cc(S(=O)(=O)N2CCN(c3ccccc3F)CC2)[nH]n1	-20%
CCOc1ccc(S(=O)(=O)N2CCC(n3c(C)nc4cccnc43)CC2)cc1	-9%
CCOc1ccc(CCNC(=O)c2ccc3[nH]c(C)c(C)c3c2)cc1	-19%
COc1cc2nc(NCc3ccccc3Cl)n3nc(-c4cccnc4)nc3c2cc1OC	-3%
O=C(c1cnc(N2CCCCC2)c2ccccc12)N1CCN(c2ccccc2F)CC1	-12%
Cc1cccn2c(=O)c(C(=O)N3CCN(c4ccccc4F)CC3)cnc12	4%
O=S(=O)(c1ccc(OC(F)(F)F)cc1)N1CCC(c2nc3ccccc3s2)CC1	-4%
Cc1ccccc1-n1nc(CO)c(C(=O)NCCc2ccccc2)n1	-3%
CCOC(=O)N1CCc2c(sc3c2c(=O)n(-c2ccc(Cl)cc2)c(=O)n3CC(C)C)C1	0%
Cc1cccc(-c2nnn3c2nc(NCc2ccc4c(c2)OCO4)c2ccccc23)c1	-2%
Fc1ccccc1N1CCN(c2ncnc3onc(-c4ccc(Cl)cc4)c23)CC1	-6%
Cc1ccc2oc(=O)c3cc(C(=O)Nc4ccc(F)cc4F)sc3c2c1	0%
CCOC(=O)C1CCCN(C(=O)c2ccc(-n3ccc4ccccc43)s2)C1 (configuration not stated)	-16%
COc1ccc(CCN2C(=O)c3[nH]nc(-c4ccccc4O)c3C2c2ccccc2)cc1 (configuration not stated)	3%
Cc1oc2ncn(CC(C)C)c(=O)c2c1C(=O)Nc1ccc(Cl)cn1	5%

Fetched one by one from the list above, two records:
SMILES	FLuc modulator
CC1CCN(S(=O)(=O)c2cc(C(=O)N3CCN(c4ccccc4F)CC3)n(C)c2)CC1	-1%
CCn1c(=O)c2sccc2n2c(CCC(=O)Nc3ccc(F)cc3)nnc12	-2%

(more compounds)
SMILES	FLuc modulator
CCc1ccc2c(c1)-c1ccccc1S(=O)(=O)N2CC(=O)N1CCC(C)CC1	?
Cc1cccc(CN2C(=O)c3ccccc3Sc3ccc(C(=O)NCc4cccs4)cc32)c1	-3%
COc1ccccc1NC(=O)c1cnc(SCC(=O)N2CCOCC2)n(C)c1=O	7.6µM*
O=C(CCc1nc2cccnc2n1Cc1cccs1)Nc1cccc(C(F)(F)F)c1	3%
Clc1cccc(-n2cc(-c3ccccc3)c3c(NC4CCCC4)ncnc32)c1	4%
Cc1ccc(NC(=O)N2CC3CCCN3c3ccccc32)cc1C (configuration not stated)	-17%
CCOc1cc(CNC(=O)c2ccc3c(c2)nc2n3CCCCC2)ccc1OC	?
Cc1nn(Cc2ccc(F)cc2)c(C)c1NC(=O)c1cc(CC(C)C)on1	-5%
O=C(NCCc1ccccc1)c1c[nH]c2ccc(S(=O)(=O)Nc3ccccc3F)cc2c1=O	-17%
Cc1c(NC(=O)Nc2ccc(Cl)c(Cl)c2)sc2nc3n(c(=O)c12)CCC(C)CC3 (configuration not stated)	6%

Exported comma-delimited: part of the list above.
SMILES,FLuc modulator
Cc1cccc(CN2C(=O)c3ccccc3Sc3ccc(C(=O)NCc4cccs4)cc32)c1,-3%
CCOc1cc(CNC(=O)c2ccc3c(c2)nc2n3CCCCC2)ccc1OC,?
Cc1ccc(NC(=O)N2CC3CCCN3c3ccccc32)cc1C (configuration not stated),-17%
O=C(NCCc1ccccc1)c1c[nH]c2ccc(S(=O)(=O)Nc3ccccc3F)cc2c1=O,-17%
Clc1cccc(-n2cc(-c3ccccc3)c3c(NC4CCCC4)ncnc32)c1,4%
Cc1nn(Cc2ccc(F)cc2)c(C)c1NC(=O)c1cc(CC(C)C)on1,-5%

The listing continues.
SMILES	FLuc modulator
CCOc1ccc(-n2nc(CO)c(C(=O)NCc3cccnc3)n2)cc1	?
Cc1cccc(Nc2c(-c3cccs3)nc3nc(C)cc(C)n23)c1	?
O=C(Cc1ccccc1)Nc1cc(-c2nc3cc(Cl)ccc3o2)ccc1Cl	3%
Oc1ccc(Nc2nc(-c3ccc(Cl)cc3)nc3ccccc23)cc1	?
Cc1ccccc1C(=O)Nc1ccc(OCc2cc(=O)n3cccc(C)c3n2)cc1	-5%
Cc1cccc(C(=O)Nc2cccc(OCc3cc(=O)n4ccccc4n3)c2)c1	4%
Cc1ccc(CNC(=O)c2cc(NS(=O)(=O)c3ccc(C)cc3)ccn2)cc1	?
CC(C)Cn1c(/C=C/c2ccc(F)cc2)nc2ccccc21	2.4µM*
Cc1ccc(C(=O)NC2(C(F)(F)F)N=C(c3ccccc3)N(C3CCCCC3)C2=O)cc1 (configuration not stated)	-8%
COc1cccc(-c2nc(SCC(=O)NCC3CCCO3)c(-c3ccc(C)cc3)[nH]2)c1 (configuration not stated)	-4%
Cc1ccc2oc(C(=O)NCC(c3ccc(Cl)cc3)N3CCOCC3)c(C)c2c1 (configuration not stated)	1%
CCN(c1ccccc1)S(=O)(=O)c1nnc(NC(=O)COc2ccc(OC)cc2)s1	?
COc1cc2c(cc1NC(=O)c1ccccc1C)n(C)c(=O)n2C	-1%
Cc1nc(-c2ccccc2)sc1-c1ccc(SCC(=O)Nc2ccc(F)cc2F)nn1	-17%
CCOc1ccc(NC(=O)CN(Cc2ccccc2)S(=O)(=O)c2ccc3nc(C)sc3c2)cc1	-11%
O=C(NC1CCCCC1)c1cc2c(Cl)nc3ccccc3c2s1	-2%
Cc1cc(C)cc(NC(=O)C(=O)NCC(c2cccnc2)N2CCc3ccccc3C2)c1 (configuration not stated)	-2%
O=C(CS(=O)(=O)c1cccc2nsnc12)Nc1ccc(F)cc1F	-2%
CN1C(=O)c2ccccc2Sc2ccc(NC(=O)c3ccccc3F)cc21	-16%
CCc1nn2c(=O)cc(COC(=O)c3cccc(NC(=O)CCc4ccccc4)c3)nc2s1	?
